Dynein transport = blocks dynein driven cargo transport along microtubules; 3617.4 mouse cells, GR-EGFP nuclear translocation imaging; test concentration mostly 20 µM; stimulated with dexamethasone, 1 µM; active compounds read low; z-score, hits read low; actives 0.47% (n = 220,000); AID 1381;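 active = plate z-score of nuclear minus cytoplasmic receptor signal below a set negative limit, without overly bright fluorescence or cell loss, cut at about -3.5 in these data, passing the limit was not always enough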;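 note: z-score of nuclear minus cytoplasmic ring GR-EGFP intensity difference per well; some compounds called inactive have numbers as strong as hits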
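medium = tetracycline-free induction medium containing charcoal-stripped FBS | also added = 1.0 µM final dexamethasone stimulus | schedule = 48 h induction, 1 h compound, 30 min dex at 37 °C | technique = fixed, Hoechst-stained cells imaged at 10x for EGFP | measure = GR-EGFP nuclear translocation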
Hep lipid drop = hepatic lipid droplet formation modulation; actives 0.4% (n = 240,000); inhibition, % at 6.5 µM; AML12 mouse hepatocytes, oleate lipid droplets, BODIPY imaging; AID 1656;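 active = lipid droplet intensity inhibited by at least 50%, with more than 500 cells counted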
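Assay system: AML12 hepatocytes (mouse) / Also added: 100 µM oleic acid challenge / Times: overnight treatment with compound plus oleate / Detection: high-content imaging of BODIPY-stained droplets and DAPI nuclei / Evaluation: % inhibition of lipid droplet signal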
b-catenin transl = alters nuclear translocation of beta-catenin in HeLa cells; immunofluorescence imaging; nuclear translocation activity, % at 5 µM; actives 0.3% (n = 190,000); AID 1665;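 active = nuclear translocation activity above 50% at 5 µM, with a well cell count of 50 or more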;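 note: per-cell ratio of nuclear to cytoplasmic median beta-catenin stain intensity; plate controls were DMSO negative control for no effect and GSK-3 inhibitor IX positive control for full effect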
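test system = HeLa cells, endogenous beta-catenin | dosing = single 5 µM dose plus 0.02–20 µM confirmation series | times = compound treatment 24 h, 37°C, 5% CO2 | technique = beta-catenin immunofluorescence imaging with DAPI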
XIAP antagonists = XIAP antagonists, biochemical, IAP family, fluorescence polarization (AID 1018). XIAP BIR domain, fluorescence polarization peptide displacement; higher % means a stronger effect. displacement, % at 20 µM; hits with a dose series show IC50 in µM. actives 0.007% (n = 200,000); in the data active = displacement above about 50%; note: a part of the inactive calls stands beside numbers as strong as those of hits
CSM14.1 death rescue = rescue of cells from ER stress-induced death, primary screen, 384-well, CSM14.1, thapsigargin, ATP luminescence (AID 1222) | CSM14.1 thapsigargin-induced death rescue, ATP luminescence; higher % means a stronger effect | one-dose cellular ATP content (survival), % at 20 µM; EC50 in µM for titrated hits | 190,000 tested, under 10 active;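 active = EC50 below 50 µM in the dose-response confirmation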;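 note: death triggered by thapsigargin at about 15 µM added after 2 h compound pretreatment; cell ATP read after overnight thapsigargin exposure of roughly 18 to 22 hours; normalized against plate controls of thapsigargin alone and 5% DMSO vehicle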
WT yeast gro inh = growth inhibition of WT yeast, mitochondrial fusion screen; inhibition, % at 10 µM; actives 2.1% (n = 190,000); mitochondrial fusion phenotypic screen, WT strain; in the data active = inhibition above about 58%; tested in S. cerevisiae
Autophagy mod = alters autophagy in cells; actives 0.98% (n = 190,000); AID 463193; calls only at 10 µM (by protocol); MEF GFP-LC3 puncta imaging; test concentration mostly 10 µM;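 active = percentage of spot-positive cells more than 3 SD above its plate mean, without a fluorescence outlier flag or 80% toxicity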;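 note: spot-positive cell cutoff set from DMSO-treated cells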
Insulin prom up = MIN6 insulin promoter up-regulation. MIN6 insulin promoter-GFP reporter, high-content imaging; active compounds read high. z-score at 5 µM. actives 0.3% (n = 190,000);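 active = z-score above 3 at 5 µM with at least 500 cells counted in the well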
MT stabilizer = stabilizes microtubules in HeLa cells. HeLa tubulin immunostaining HCS, 24 h; share of cells brighter than vehicle mean+2SD. actives 0.83% (n = 200,000). % tubulin-high responders, % at 10 µM;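 active = plate Z-score above 3 for both tubulin-high and condensed-nucleus cell shares, with cell loss under 80%, at 10 µM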;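 note: anti alpha tubulin signal scored within the nucleus-defined area of each cell; some results filed as inactive read as strong as hits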
WT yeast gro inh mutant strain = recorded beside WT yeast gro inh, whose call it bears; inhibition, %; mitochondrial fusion phenotypic screen, mutant strain inhibition
Dynein transport cytoplasmic EGFP = recorded beside Dynein transport, whose call it bears; z-score; measured here: cytoplasmic GR-EGFP intensity; active compounds read high
Dynein transport nuclear GR-EGFP = also measured in Dynein transport; calls as there; z-score; measured here: nuclear GR-EGFP intensity;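 lower value marks the stronger effect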
Dynein transport cell count = also measured in Dynein transport; calls as there; z-score; measured here: cell count per field
Insulin prom up cell count = recorded beside Insulin prom up, whose call it bears; cell count; measured here: cytotoxicity, nuclei count;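 total cells summed across four imaged fields per well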
Hep lipid drop cells 6.5 µM = further read-out of Hep lipid drop, marked with its call; cell count; measured here: cell count, cytotoxicity flag;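 cells counted across two imaged fields per well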
b-catenin transl cell count 5 µM = recorded beside b-catenin transl, whose call it bears; cell count; measured here: cell count, cytotoxicity flag
MT stabilizer Hoechst-high % = further read-out of MT stabilizer, marked with its call; % Hoechst-high responders; measured here: nuclear condensation Hoechst responders;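 share of cells brighter than vehicle mean plus two SD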
MT stabilizer cytotoxicity % = second read-out of MT stabilizer, no call of its own (marks repeat the call); toxicity, %; measured here: cytotoxicity by cell density;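 0% = mean cell density of plate MIN control wells and 100% = no cells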
Autophagy mod cell loss 18 h = also measured in Autophagy mod; calls as there; toxicity, %; measured here: cell loss, nuclei count;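 cell loss after 18 h compound exposure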
The depositor's hits bear a star.

How did COc1cccc(C(=O)Nc2c3c(nn2-c2cccc(C)c2C)CS(=O)(=O)C3)c1OC do in these assays?
Dynein transport: -0.67; Hep lipid drop: 15; b-catenin transl: -0.9; XIAP antagonists: -2.5%; CSM14.1 death rescue: -0.9%; WT yeast gro inh: 21; Autophagy mod: inactive; Insulin prom up: -0.33; MT stabilizer: 5.2; WT yeast gro inh mutant strain: 38; Dynein transport cytoplasmic EGFP: -0.31; Dynein transport nuclear GR-EGFP: -0.6; Dynein transport cell count: 0.56; Insulin prom up cell count: 1646; Hep lipid drop cells 6.5 µM: 689; b-catenin transl cell count 5 µM: 1094; MT stabilizer Hoechst-high %: 4.2; MT stabilizer cytotoxicity %: 7.2; Autophagy mod cell loss 18 h: -5

Results for COc1ccc(C2OC(=O)Cc3cc(OC)c(OC)cc32)cc1 (stereo not drawn) ?
Dynein transport: 1.6; Hep lipid drop: 4; b-catenin transl: 2.0; XIAP antagonists: -2.4%; CSM14.1 death rescue: -0.3%; WT yeast gro inh: -2; Autophagy mod: inactive; Insulin prom up: 0.14; MT stabilizer: 2.8; WT yeast gro inh mutant strain: -7; Dynein transport cytoplasmic EGFP: -0.013; Dynein transport nuclear GR-EGFP: 1.8; Dynein transport cell count: -2; Insulin prom up cell count: 1478; Hep lipid drop cells 6.5 µM: 688; b-catenin transl cell count 5 µM: 944; MT stabilizer Hoechst-high %: 3.7; MT stabilizer cytotoxicity %: 9.2; Autophagy mod cell loss 18 h: -15

How did O=C(CSc1ccc2nnc(-c3ccncc3)n2n1)N1CCc2ccccc21 do in these assays?
Hep lipid drop: -4; b-catenin transl: -0.7; XIAP antagonists: -1.9%; CSM14.1 death rescue: -2.8%; Insulin prom up: -0.45; Insulin prom up cell count: 1751; Hep lipid drop cells 6.5 µM: 680; b-catenin transl cell count 5 µM: 1148

How did Cc1ccc(C(=O)N/N=C2\SCC(=O)N2c2cc(C)ccc2C)cc1 do in these assays?
Dynein transport: 1.4; Hep lipid drop: -2; b-catenin transl: 0.8; XIAP antagonists: -3.8%; CSM14.1 death rescue: 0.9%; WT yeast gro inh: 2; Autophagy mod: inactive; MT stabilizer: 4.1; WT yeast gro inh mutant strain: -6; Dynein transport cytoplasmic EGFP: -0.25; Dynein transport nuclear GR-EGFP: 0.57; Dynein transport cell count: -0.29; Hep lipid drop cells 6.5 µM: 742; b-catenin transl cell count 5 µM: 944; MT stabilizer Hoechst-high %: 1.7; MT stabilizer cytotoxicity %: 5.3; Autophagy mod cell loss 18 h: -4

What do the screens show for `Cc1nn(C)cc1CNC(=O)Nc1ccc(Cl)c(Cl)c1`?
Dynein transport: 0.35; Hep lipid drop: 12; XIAP antagonists: -5.7%; CSM14.1 death rescue: -0.3%; WT yeast gro inh: 6; Autophagy mod: inactive; Insulin prom up: 1.9; MT stabilizer: 2.0; WT yeast gro inh mutant strain: 5; Dynein transport cytoplasmic EGFP: -0.2; Dynein transport nuclear GR-EGFP: 0.062; Dynein transport cell count: -0.12; Insulin prom up cell count: 850; Hep lipid drop cells 6.5 µM: 803; MT stabilizer Hoechst-high %: 1.1; MT stabilizer cytotoxicity %: 8.6; Autophagy mod cell loss 18 h: 1

How did CCOCCCNC(=O)C1CCN(C(=O)Nc2ccc(C)cc2)CC1 do in these assays?
Dynein transport: 0.63; b-catenin transl: -0.4; XIAP antagonists: -0.7%; CSM14.1 death rescue: 0.0%; WT yeast gro inh: -2; Autophagy mod: inactive; Insulin prom up: 0.07; MT stabilizer: 4.3; WT yeast gro inh mutant strain: -9; Dynein transport cytoplasmic EGFP: -0.32; Dynein transport nuclear GR-EGFP: 0.48; Dynein transport cell count: -0.21; Insulin prom up cell count: 1468; b-catenin transl cell count 5 µM: 787; MT stabilizer Hoechst-high %: 2.3; MT stabilizer cytotoxicity %: 3.9; Autophagy mod cell loss 18 h: -28

How did N#Cc1nc(Cc2cccc3ccccc23)oc1N1CCOCC1 do in these assays?
Dynein transport: -0.63; b-catenin transl: 3.7; XIAP antagonists: -1.9%; CSM14.1 death rescue: -1.0%; Autophagy mod: inactive; Insulin prom up: -0.78; MT stabilizer: 1.2; Dynein transport cytoplasmic EGFP: -0.18; Dynein transport nuclear GR-EGFP: -0.28; Dynein transport cell count: 0.37; Insulin prom up cell count: 1134; b-catenin transl cell count 5 µM: 1251; MT stabilizer Hoechst-high %: 2.0; MT stabilizer cytotoxicity %: 6.1; Autophagy mod cell loss 18 h: -2

How did Nc1n[nH]c(N)c1N=Nc1ccccc1 do in these assays?
Dynein transport: 1; Hep lipid drop: 1; b-catenin transl: -1.0; XIAP antagonists: -2.5%; CSM14.1 death rescue: -0.3%; WT yeast gro inh: -2; Autophagy mod: inactive; Insulin prom up: 0.13; MT stabilizer: 3.1; WT yeast gro inh mutant strain: -8; Dynein transport cytoplasmic EGFP: 0.014; Dynein transport nuclear GR-EGFP: 0.94; Dynein transport cell count: -2; Insulin prom up cell count: 1446; Hep lipid drop cells 6.5 µM: 596; b-catenin transl cell count 5 µM: 1027; MT stabilizer Hoechst-high %: 2.6; MT stabilizer cytotoxicity %: 12; Autophagy mod cell loss 18 h: -12

Results for O=C(CSc1nc2nc(-c3cccs3)cc(C(F)(F)F)c2c(=O)[nH]1)Nc1c(F)c(F)c(F)c(F)c1F ?
Dynein transport: -0.51; Hep lipid drop: -4; b-catenin transl: 1.3; XIAP antagonists: -4.3%; CSM14.1 death rescue: 1.2%; WT yeast gro inh: -8; Autophagy mod: inactive; Insulin prom up: -0.84; MT stabilizer: 4.0; WT yeast gro inh mutant strain: -13; Dynein transport cytoplasmic EGFP: -0.37; Dynein transport nuclear GR-EGFP: -0.74; Dynein transport cell count: 1.7; Insulin prom up cell count: 921; Hep lipid drop cells 6.5 µM: 675; b-catenin transl cell count 5 µM: 1080; MT stabilizer Hoechst-high %: 4.0; MT stabilizer cytotoxicity %: 3.6; Autophagy mod cell loss 18 h: -6

Results for O=C(O)CC(NC(=O)C12CC3CC(CC(C3)C1)C2)c1cccc([N+](=O)[O-])c1 (stereo not drawn) ?
Dynein transport: 1.6; Hep lipid drop: 5; b-catenin transl: 2.2; XIAP antagonists: -5.1%; CSM14.1 death rescue: 1.8%; WT yeast gro inh: -2; Autophagy mod: inactive; Insulin prom up: -0.19; MT stabilizer: 3.1; WT yeast gro inh mutant strain: -13; Dynein transport cytoplasmic EGFP: -0.1; Dynein transport nuclear GR-EGFP: 0.9; Dynein transport cell count: -0.71; Insulin prom up cell count: 1238; Hep lipid drop cells 6.5 µM: 687; b-catenin transl cell count 5 µM: 1044; MT stabilizer Hoechst-high %: 3.7; MT stabilizer cytotoxicity %: 8.9; Autophagy mod cell loss 18 h: -12

How did COc1cccc(CNC(=O)C2CCN(c3cnccn3)CC2)c1 do in these assays?
Dynein transport: 1.2; Hep lipid drop: 1; b-catenin transl: 0.4; XIAP antagonists: -4.1%; CSM14.1 death rescue: -0.5%; WT yeast gro inh: 5; Autophagy mod: inactive; Insulin prom up: -0.11; MT stabilizer: 3.2; WT yeast gro inh mutant strain: -10; Dynein transport cytoplasmic EGFP: -0.2; Dynein transport nuclear GR-EGFP: -0.25; Dynein transport cell count: 1; Insulin prom up cell count: 1179; Hep lipid drop cells 6.5 µM: 688; b-catenin transl cell count 5 µM: 990; MT stabilizer Hoechst-high %: 1.7; MT stabilizer cytotoxicity %: 6.6; Autophagy mod cell loss 18 h: -2

What do the screens show for `COC(=O)NC(NC(=S)Nc1cccc(C)c1)C(Cl)(Cl)Cl` (stereo not drawn)?
Dynein transport: -0.31; Hep lipid drop: 22; b-catenin transl: 0.5; XIAP antagonists: -4.9%; CSM14.1 death rescue: -1.0%; WT yeast gro inh: -5; Autophagy mod: inactive; Insulin prom up: -0.27; MT stabilizer: 2.4; WT yeast gro inh mutant strain: -4; Dynein transport cytoplasmic EGFP: -0.14; Dynein transport nuclear GR-EGFP: 0.33; Dynein transport cell count: -0.23; Insulin prom up cell count: 1590; Hep lipid drop cells 6.5 µM: 733; b-catenin transl cell count 5 µM: 976; MT stabilizer Hoechst-high %: 2.0; MT stabilizer cytotoxicity %: 4.1; Autophagy mod cell loss 18 h: 0

Results for O=C(CSc1nnc(-c2ccccn2)n1Cc1ccccc1)Nc1ccc2c(c1)OCO2 ?
Dynein transport: 0.1; Hep lipid drop: 3; b-catenin transl: -3.2; XIAP antagonists: -1.4%; CSM14.1 death rescue: -3.1%; WT yeast gro inh: -3; Autophagy mod: inactive; Insulin prom up: 0.55; MT stabilizer: 2.1; WT yeast gro inh mutant strain: 12; Dynein transport cytoplasmic EGFP: -0.21; Dynein transport nuclear GR-EGFP: -0.0051; Dynein transport cell count: 0.038; Insulin prom up cell count: 1170; Hep lipid drop cells 6.5 µM: 784; b-catenin transl cell count 5 µM: 1258; MT stabilizer Hoechst-high %: 0.9; MT stabilizer cytotoxicity %: 5.4; Autophagy mod cell loss 18 h: 4

High-throughput results as filed in PubChem.
